High-throughput results deposited in PubChem by several laboratories.
procasp3 activ: procaspase-3 (human) activation. P42574. recombinant procaspase-3 D3A, Ac-DEVD-pNA absorbance 405 nm. activation, % at 8.5 µM. hit rate 0.11% among 330,000. AID 463141;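 active = activation above the mean of all tested compounds plus 3 SD, cut at about 21% in these data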;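 note: 0% = DMSO alone and 100% = DMSO wells spiked with extra 5 µM PC-3 D3A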
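Technique: 405 nm absorbance of p-nitroaniline, reads at 0 and 120 min; Test system: Procaspase-3 D3A mutant; Incubation: 1 h enzyme-compound preincubation, then 2 h substrate reaction, 25 °C; Repeats: singlicate, each compound tested once; Benchmarks: low control DMSO wells, high control DMSO plus 5 µM PC-3 D3A.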
LAP4-GFP MLPCN: modulators of TOR pathway LAP4-GFP in S. cerevisiae. GFP response vs DMSO, % at 10 µM. S. cerevisiae LAP4-GFP multiplex, flow cytometry GFP, 3 h; median GFP as percent of DMSO wells. AID 2023. hit rate 0.34% among 320,000;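 active = GFP response vs DMSO above a set limit, about the screen mean plus 3 SD, cut at about 150% in these data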
AHR activator: activates the human aryl hydrocarbon receptor; hit rate 2.5% among 320,000; activation, % at 5 µM; AID 2796; AHR-responsive luciferase reporter cells, luminescence; in the data active = activation above about 47%;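 note: 0% = vehicle wells and 100% = reference agonist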
Target sequence (P35869 whole entry, looked up): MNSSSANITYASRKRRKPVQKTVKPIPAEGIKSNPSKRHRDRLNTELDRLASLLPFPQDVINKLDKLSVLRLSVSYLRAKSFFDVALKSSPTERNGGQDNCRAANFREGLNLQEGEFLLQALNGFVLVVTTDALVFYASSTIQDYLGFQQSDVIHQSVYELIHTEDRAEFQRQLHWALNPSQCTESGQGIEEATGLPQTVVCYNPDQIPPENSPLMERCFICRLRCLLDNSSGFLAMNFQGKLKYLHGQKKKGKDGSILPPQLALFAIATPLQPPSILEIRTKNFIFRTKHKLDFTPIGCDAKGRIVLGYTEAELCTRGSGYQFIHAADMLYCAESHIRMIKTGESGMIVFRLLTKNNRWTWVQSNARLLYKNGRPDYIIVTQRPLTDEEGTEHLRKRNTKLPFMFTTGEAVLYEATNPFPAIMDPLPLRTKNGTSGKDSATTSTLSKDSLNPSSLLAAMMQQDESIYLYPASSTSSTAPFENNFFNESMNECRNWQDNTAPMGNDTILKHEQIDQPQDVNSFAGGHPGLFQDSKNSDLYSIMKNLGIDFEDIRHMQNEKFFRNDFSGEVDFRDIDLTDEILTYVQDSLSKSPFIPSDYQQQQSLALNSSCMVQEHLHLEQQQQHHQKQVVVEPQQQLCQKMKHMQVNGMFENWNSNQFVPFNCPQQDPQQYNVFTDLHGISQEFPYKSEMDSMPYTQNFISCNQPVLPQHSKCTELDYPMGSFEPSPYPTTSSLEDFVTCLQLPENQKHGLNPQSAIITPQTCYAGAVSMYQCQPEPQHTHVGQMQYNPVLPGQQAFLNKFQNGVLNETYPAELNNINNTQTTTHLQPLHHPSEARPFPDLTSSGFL
RPL19A TOR yeast: alters RPL19A-GFP fluorescence in TOR pathway yeast screen; S. cerevisiae RPL19A-GFP strain, flow cytometry, 3 h; hits give low values; percent response vs DMSO, % at 10 µM; hit rate 0.3% among 330,000; AID 2025;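 active = percent response vs DMSO below 50%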;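 note: median channel GFP fluorescence of the barcoded RPL19A-GFP strain; ratio of sample median GFP to plate DMSO average so 100% = DMSO; lower means less RPL19A-GFP as with rapamycin TOR inhibition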
MEP2 TOR yeast: yeast TOR pathway MEP2-GFP modulation; hit rate 0.51% among 330,000; S. cerevisiae MEP2-GFP strain, flow cytometry GFP, 3 h; 100% = DMSO control level; GFP response vs DMSO, % at 10 µM;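 active = GFP response versus DMSO above a set limit, roughly screen mean plus 3 SD, cut at about 180% in these data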;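 note: median GFP fluorescence of the barcode-gated MEP2-GFP cells per well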
proCasp7 act: counter-screen for procaspase-3 activators: activators of human procaspase-7. P55210. recombinant procaspase-7, Ac-DEVD-pNA absorbance 405 nm; D23A/D198A/D206A triple mutant, cannot self-cleave; scale: DMSO 0, 5 µM enzyme 100. activation, % at 8.5 µM. hit rate 0.093% among 330,000;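 active = percent activation above the screen-wide mean plus 3 SD, cut at about 25% in these data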
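Assay system: Uncleavable procaspase-7 mutant enzyme; Input: 2 µM procaspase-7 mutant as dispensed; Also added: DEVD-pNA substrate; Medium: Zinc-free HEPES pH 7.4 with 300 mM NaCl, 0.01% Triton X-100; Timing: 1 h compound preincubation, 2 h substrate cleavage, 25 °C; Measured by: Epi-absorbance of released pNA at 405 nm, two timepoints.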
AGP1 TOR yeast: yeast TOR pathway AGP1-GFP modulation. hit rate 0.02% among 320,000. GFP response vs DMSO, % at 10 µM. S. cerevisiae AGP1-GFP multiplex flow cytometry, 3 h; GFP as percent of DMSO wells;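 active = GFP response relative to DMSO above a set limit, near screen average plus 3 SD, cut at about 150% in these data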;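 note: median GFP channel fluorescence of the gated AGP1 strain per well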
CIT2 TOR yeast: yeast TOR pathway CIT2-GFP modulation; S. cerevisiae CIT2-GFP strain, flow cytometry, 3 h; 100 means same as DMSO wells; GFP response vs DMSO, % at 10 µM; hit rate 0.065% among 320,000; AID 2029;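 active = GFP response relative to DMSO above a set limit, near the screen mean plus 3 SD, cut at about 150% in these data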;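 note: ratio of well median GFP fluorescence to mean of DMSO wells on the plate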
Starred values were filed as active, the others as inactive; nt = no result given.

A first look:
SMILES	procasp3 activ	LAP4-GFP MLPCN	AHR activator	RPL19A TOR yeast	MEP2 TOR yeast	proCasp7 act	AGP1 TOR yeast	CIT2 TOR yeast
O=C(Cn1c(=O)cnc2ccccc21)N1CCN(S(=O)(=O)c2cccc([N+](=O)[O-])c2)CC1	1	92	3	87	94	2	90	91
COC(=O)c1sccc1S(=O)(=O)Nc1ccc(S(N)(=O)=O)cc1	1	104	-1	97	98	0	103	97

All compounds of this part, from the first entry:
SMILES	procasp3 activ	LAP4-GFP MLPCN	AHR activator	RPL19A TOR yeast	MEP2 TOR yeast	proCasp7 act	AGP1 TOR yeast	CIT2 TOR yeast
O=C(Cn1c(=O)cnc2ccccc21)N1CCN(S(=O)(=O)c2cccc([N+](=O)[O-])c2)CC1	1	92	3	87	94	2	90	91
COC(=O)c1sccc1S(=O)(=O)Nc1ccc(S(N)(=O)=O)cc1	1	104	-1	97	98	0	103	97
COCCn1nnnc1CN1CCN2CCCC2C1 (stereo not drawn)	9	90	0	108	90	6	74	66
Cc1ccc(S(=O)(=O)N(C)c2ccc(OCC(=O)N3CCCCC3)cc2)cc1	4	98	0	104	102	1	103	100
CSc1cccc(NC(=O)Cn2cnc(S(=O)(=O)N3CCCC3)c2)c1	2	108	1	102	110	-5	107	105
Cc1c(NS(=O)(=O)c2ccc(N3CCN(C)CC3)c([N+](=O)[O-])c2)c(=O)n(-c2ccccc2)n1C	3	100	0	102	101	1	102	108
CSc1nnc(C)c(=O)n1COC(=O)c1ccc([N+](=O)[O-])cc1	4	102	-3	95	91	2	109	103
CC1CCc2nc3ccccc3c(C(=O)OCC(=O)N3CCc4ccccc43)c2C1 (stereo not drawn)	-1	101	11	102	111	-2	101	103
Cc1ccc(NC(=S)/N=C(\N)Nc2nc(C)c3cc(C)ccc3n2)c(C)c1	8	128	43	95	109	5	106	92
NC(=O)C1(c2ccccc2)OC1c1ccccc1 (stereo not drawn)	5	106	-7	105	103	12	95	102
Cc1cc(C)nc(NC(=NCc2ccc3c(c2)OCO3)NC(=O)Nc2ccccc2)n1	-6	101	28	97	100	0	101	98
CN1CC(c2ccccn2)C2(SC(=S)N(Cc3ccccc3)C2=O)C12C(=O)Nc1ccccc12 (stereo not drawn)	-3	93	4	100	102	-8	101	nt
C=CCn1c(SCC(=O)c2c(N)n(CCC)c(=O)n(C)c2=O)nnc1-c1ccncc1	3	102	1	109	108	4	118	117
O=C(N/C(=C\c1ccc(F)cc1)C(=O)N1CCCCCC1)c1ccccc1	1	96	6	101	96	5	105	102
CC(NC1c2ccccc2-c2ccccc21)c1ccccc1 (stereo not drawn)	0	105	0	92	99	0	92	97
S=C(NCC1CCCO1)Nc1ccccc1 (stereo not drawn)	2	102	0	96	98	-3	98	95
COc1ccc(NC(=O)CN(c2cc(C)cc(C)c2)S(=O)(=O)c2c(C)n[nH]c2C)cc1	1	96	21	97	99	-4	99	99
O=C1CNC(=S)N1CCCc1ccccc1	2	105	-1	95	99	0	96	89
COc1ccc(/C=C/C(=O)OCC(=O)NCc2cccs2)cc1OC	4	88	2	99	97	2	91	96
COc1ccc(C(C(=O)NC2CCCC2)N(CC2CCCO2)C(=O)Cn2nnc(-c3ccc(C)o3)n2)cc1 (stereo not drawn)	3	96	-4	108	105	2	104	109
O=C(Nc1ccc(Cc2ccncc2)cc1)c1cccs1	1	103	11	99	100	5	106	99
CCC(CO)NCC(O)COCc1ccc2c(c1)OCO2 (stereo not drawn)	-2	99	2	104	107	6	103	102
CN(Cc1cccs1)C(=O)CCCc1c[nH]c2ccccc12	4	92	-3	97	99	9	93	105
CC(=O)N1CC(C)Sc2ccc(S(=O)(=O)NC(C)c3ccccc3)cc21 (stereo not drawn)	10	104	2	100	102	-2	102	106
CSc1ncccc1C(=O)OCC(=O)c1ccc(C)s1	7	109	-2	94	97	6	105	96
CCCCC[C@H]1CN(C2CCCCC2)C(=O)[C@@H]1CC(=O)NCc1ccc(OC)cc1	0	131	1	101	98	1	89	101
Oc1ccc(/C=N/Nc2cc(N3CCCC3)nc(N3CCCC3)n2)cc1	-8	94	3	103	110	4	108	107
CN(C)Cc1c(O)ccc2oc(Cc3ccccc3)cc12	-6	88	12	94	91	-6	92	nt
COc1ccccc1OC(C)C(=O)N1CCc2ccccc21 (stereo not drawn)	-3	101	1	89	88	7	87	81
C[C@@H](Nc1nc(-c2ccccc2)nc2c1oc1ccccc12)C(=O)O	5	103	16	97	106	0	96	99
CCn1c(=O)c2cc(C(=O)NCCCOC)sc2c2ccccc21	-3	102	2	96	103	-3	93	94
COc1ccc(CCc2nnc(CCC(=O)NCc3ccc4ncccc4c3)o2)cc1	-2	97	-2	98	102	3	100	100
COc1ccc(C(=O)OCC(=O)c2c(N)n(C)c(=O)n(C)c2=O)c(OC)c1OC	2	94	2	96	95	-1	95	86
O=C(CCCCCl)Nc1c2c(nc3ccccc13)CCC2	2	102	9	101	107	-4	102	104
COc1ccc(N=Nc2ccc(N)nc2N)cc1	-15	96	8	106	90	-19	98	104
Cc1ccccc1-c1noc(-c2ccc(O)cc2)n1	-1	116	59*	96	93	4	88	85

Part of the list above in order of length of the SMILES, lowest first:
SMILES	procasp3 activ	LAP4-GFP MLPCN	AHR activator	RPL19A TOR yeast	MEP2 TOR yeast	proCasp7 act	AGP1 TOR yeast	CIT2 TOR yeast
COc1ccc(N=Nc2ccc(N)nc2N)cc1	-15	96	8	106	90	-19	98	104
Cc1ccccc1-c1noc(-c2ccc(O)cc2)n1	-1	116	59*	96	93	4	88	85
O=C(Nc1ccc(Cc2ccncc2)cc1)c1cccs1	1	103	11	99	100	5	106	99
CN(C)Cc1c(O)ccc2oc(Cc3ccccc3)cc12	-6	88	12	94	91	-6	92	nt
CN(Cc1cccs1)C(=O)CCCc1c[nH]c2ccccc12	4	92	-3	97	99	9	93	105
CCn1c(=O)c2cc(C(=O)NCCCOC)sc2c2ccccc21	-3	102	2	96	103	-3	93	94
COc1ccc(/C=C/C(=O)OCC(=O)NCc2cccs2)cc1OC	4	88	2	99	97	2	91	96
Oc1ccc(/C=N/Nc2cc(N3CCCC3)nc(N3CCCC3)n2)cc1	-8	94	3	103	110	4	108	107
COc1ccc(CCc2nnc(CCC(=O)NCc3ccc4ncccc4c3)o2)cc1	-2	97	-2	98	102	3	100	100
CC(=O)N1CC(C)Sc2ccc(S(=O)(=O)NC(C)c3ccccc3)cc21 (stereo not drawn)	10	104	2	100	102	-2	102	106
COc1ccc(C(=O)OCC(=O)c2c(N)n(C)c(=O)n(C)c2=O)c(OC)c1OC	2	94	2	96	95	-1	95	86
CCCCC[C@H]1CN(C2CCCCC2)C(=O)[C@@H]1CC(=O)NCc1ccc(OC)cc1	0	131	1	101	98	1	89	101
COc1ccc(C(C(=O)NC2CCCC2)N(CC2CCCO2)C(=O)Cn2nnc(-c3ccc(C)o3)n2)cc1 (stereo not drawn)	3	96	-4	108	105	2	104	109

(further entries)
SMILES	procasp3 activ	LAP4-GFP MLPCN	AHR activator	RPL19A TOR yeast	MEP2 TOR yeast	proCasp7 act	AGP1 TOR yeast	CIT2 TOR yeast
COc1ccc(CNC(=O)CCCC(=O)n2nc(C)c3ccccc32)cc1	-7	88	4	97	103	7	93	98
Cc1[nH]c2ccccc2c1SCC(=O)N1CCC(C)CC1	2	114	-3	95	113	-2	102	103
COC(=O)CNc1nc(-c2ccncc2)nc2ccccc12	4	105	37	105	100	-2	105	109
Cc1cc(OC(=O)c2c(C)cc(OC(=O)c3c(C)cc(O)cc3O)cc2O)cc(O)c1C(=O)O	-8	100	-1	99	100	-2	98	94
C=CCN1C(=O)/C(=c2\sc3nc(=O)c(Cc4ccc(OC)c(OC)c4)nn3c2=O)c2ccccc21	-18	105	27	95	96	-19	107	92
Cc1cc(C)c(C)c(OCCCCn2cnc3ccccc3c2=O)c1	-7	105	4	95	100	7	95	88
COc1ccc(C(=O)OCCNC(=O)c2ccncc2)cc1OC	1	97	-2	101	100	-1	104	97
O=C(Nc1cccc(Cl)c1)NC1CCN(C2CCCCC2)C1 (stereo not drawn)	6	78	1	91	93	6	86	89
C/C(=N\NC(=O)Cc1ccc(Cl)cc1)c1ccccn1	-4	117	-2	90	101	4	102	99
Cc1ccc(C(=O)N/C(=C\c2ccc(Br)cc2)c2nc(=S)[nH][nH]2)cc1	-9	122	23	92	87	-10	72	65
Brc1cccc(-c2nnc(-c3ccccc3)o2)c1	-3	96	121*	105	100	6	96	88
COC(=O)CN1C(=O)N(c2ccccc2)C(N(O)C(=O)Nc2ccccc2)C1(C)C (stereo not drawn)	9	nt	4	91	92	0	91	83
CC(C)(C)S(=O)(=O)Cc1nc(-c2ccc(Cl)c(Cl)c2)cs1	12	109	8	100	103	5	107	98
O=C1CC(c2ccccc2)NC(=O)N1 (stereo not drawn)	-15	94	1	97	100	-10	95	102
CNc1ccc(Br)cc(C(=O)/C=C/c2ccc(OC)cc2)c1=O	1	106	16	98	100	-16	97	103
CCCCCCc1c(C)c2ccc(OCC(=O)N3CCC[C@H]3C(=O)O)c(C)c2oc1=O	-1	103	-1	96	106	-13	96	92
CC(=O)Nc1ccc(NC(=O)C2CCCN(C(=O)c3ccc(Cl)cc3)C2)cc1 (stereo not drawn)	-5	104	-1	97	102	5	99	97
Cn1c(=O)c2c(ncn2CC(=O)OCC(=O)Nc2ccc(F)cc2Cl)n(C)c1=O	-1	125	-1	106	119	0	113	110
Cc1ccc(NC(=O)Cn2nc(-c3ccccc3)nc2-c2ccccc2)c(C)c1	8	99	14	105	102	-6	105	107
Cc1cccc(C)c1NC(=O)Nc1ccc(S(N)(=O)=O)cc1	1	97	-1	103	104	9	99	99
CC(c1ccccc1)n1c(SCC(=O)N2CC(=O)Nc3ccccc32)nc2ccccc2c1=O (stereo not drawn)	-1	103	4	100	105	0	96	96
O=C1OCCC1Sc1nnnn1-c1ccc(Cl)cc1 (stereo not drawn)	2	103	2	100	100	8	100	91
O=C(O)CNC(=O)c1ccc2c(c1)OCCO2	-4	100	-1	103	110	4	103	108
O=C(NCc1ccc2c(c1)OCO2)NC1CCCCC1	-6	95	1	97	98	0	98	105
Cc1ccc(S(=O)(=O)N2CCN(C(=O)COc3ccc(NC(=O)c4ccco4)cc3)CC2)cc1	0	89	-1	89	91	-8	88	87
Cc1cc(=O)[nH]c(NCc2ccc(Cl)cc2)n1	1	93	4	106	104	2	102	107
Cc1cc2n(n1)C(c1ccc3c(c1)OCO3)Nc1c(C)cccc1-2 (stereo not drawn)	0	95	22	93	102	5	100	93
c1ccc2c(Cn3ccnc3)cccc2c1	15	89	17	100	106	0	95	96
